High-throughput results: PubChem, NCI
All columns: NCI-60 one-dose screen, growth in % after 48 h at 10 µM unless noted; 100 = growth as untreated, 0 = no growth, -100 = all killed.
UACC-62 = UACC-62 melanoma. actives 5.4% (n = 81,000). AID 1794756; active means growth percent below 10
Numbers without * were called inactive; & = joins results of further samples; ! = not confirmed by another sample; [ ] = dose if it differs, or a comment. The list is partial; count on the stated rates, not on these rows.

Preview:
SMILES	UACC-62
C/C=C1\CN2CCC34c5ccccc5N(C)C35OCC4(C(=O)OC)C1CC25 (stereo not drawn)	-86.0*![100 µM]
O=C(O)CN1C(=O)CN=C(c2cccc(O)c2)c2ccc(Cl)cc21	94.7[30 µM]

Results, previewed entries included:
SMILES	UACC-62
C/C=C1\CN2CCC34c5ccccc5N(C)C35OCC4(C(=O)OC)C1CC25 (stereo not drawn)	-86.0*![100 µM]
O=C(O)CN1C(=O)CN=C(c2cccc(O)c2)c2ccc(Cl)cc21	94.7[30 µM]
[Cl][Cd][Cl]	107.4&99.3[500 µM]
NC(=O)CCC1N=C(c2ccc(O)cc2)c2cc(Cl)ccc2N(CC(N)=O)C1=O (stereo not drawn)	96.8[30 µM]
CCOC(=O)c1c(SC)nc(-c2ccc(Cl)cc2)sc1=N	7.3*[100 µM]
CCCCN1C(=O)C(CO)N=C(c2cccc(O)c2)c2ccccc21 (stereo not drawn)	95.2[30 µM]
C/C=C(/C)C(=O)O[C@H]1CCN2CC=C(COC(=O)[C@@](O)([C@H](C)OC)C(C)(C)O)[C@H]12	97.4&79.5[100 µM]
COc1cc2c(cc1O)C1Cc3ccc(OC)c(O)c3C[N+]1(C)CC2 (stereo not drawn)	25.1&85.6[100 µM]
N#CCN1C(=O)CN=C(c2cccc(O)c2)c2ccc(Cl)cc21	96.9[30 µM]
C[C@H]1CC[C@@]2(NC1)O[C@H]1C[C@H]3[C@@H]4CC[C@H]5C[C@@H](O)CC[C@]5(C)[C@H]4CC[C@]3(C)[C@H]1[C@@H]2C	2.4*[100 µM]

An excerpt from above in order of count of non-hydrogen atoms, smallest number first:
SMILES	UACC-62
[Cl][Cd][Cl]	107.4&99.3[500 µM]
CCOC(=O)c1c(SC)nc(-c2ccc(Cl)cc2)sc1=N	7.3*[100 µM]
CCCCN1C(=O)C(CO)N=C(c2cccc(O)c2)c2ccccc21 (stereo not drawn)	95.2[30 µM]
